FH mod: Identification of activators of human fumarate hydratase by quantitative high-throughput screening | Fumarate hydratase, mitochondrial (Homo sapiens), P07954 | 0.22% of 54,000 active | AID 1347055, 2019 | FH coupled MDH/diaphorase resazurin fluorescence, 15 min | Potency, µM (titrated, usually from 79.9 µM), inactives show at the top dose activity change, negative = inhibition, hits mostly inhibitors; also: potency is read from the fitted curve at half-maximal effect; % is scaled to controls: 0 for no effect and ±100 for the full control effect; the screen sought activators but most active calls are inhibition curves; nearly all actives have a fitted effect of over 45% in size
TSG101-PTAP inh: qHTS Validation Assay for Inhibitors of HIV-1 Budding by Blocking the Interaction of PTAP/TSG101: Sytravon Library Screen; Fluorescence polarization, FITC-PTAP peptide/Tsg101, 20 min; Potency, µM (doses to about 115 µM), inactives show at the highest dose activity change, negative = inhibition, hits mostly inhibitors; 44,000 tested, under 10 active; AID 1347069, 2019; also: potency is read from the fitted curve at half-maximal effect; 0% is about no effect
Target sequence (Q99816 whole entry, looked up): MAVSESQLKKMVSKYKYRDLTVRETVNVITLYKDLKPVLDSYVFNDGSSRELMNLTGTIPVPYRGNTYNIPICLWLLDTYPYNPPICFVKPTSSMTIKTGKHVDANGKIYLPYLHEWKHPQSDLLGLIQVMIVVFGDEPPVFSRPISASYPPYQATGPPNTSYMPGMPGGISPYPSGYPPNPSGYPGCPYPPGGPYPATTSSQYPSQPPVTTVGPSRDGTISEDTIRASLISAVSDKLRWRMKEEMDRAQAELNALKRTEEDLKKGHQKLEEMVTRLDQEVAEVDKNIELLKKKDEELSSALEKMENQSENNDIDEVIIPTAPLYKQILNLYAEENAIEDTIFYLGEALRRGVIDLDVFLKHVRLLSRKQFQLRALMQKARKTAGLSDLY
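FITC-labeled PTAP peptide (50 nM final) binding to Tsg101 binding domain (10 uM final) read by fluorescence polarization after 20 min at r.t. in HEPES pH 7.5 buffer. Actives by CRC class, <25 µM.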
NTMT1 inh: Primary qHTS for Inhibitors of N-terminal methyltransferase 1 (NTMT1): MTaseGlo Assay; NTMT1 MTase-Glo SAH luminescence, purified enzyme; Potency, µM (highest dose often 114 µM), for inactives: at the highest dose activity change, negative = inhibition, hits mostly inhibitors; 2.5% of 59,000 active; AID 1645870, 2021;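 also: potency is read from the fitted curve at half-maximal effect; plate controls were DMSO vehicle for no effect and no enzyme for full effect; nearly all actives have a fitted effect of over 65% in size; many of its hits are not listed in these tables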
Target sequence (Q9BV86 whole entry, looked up): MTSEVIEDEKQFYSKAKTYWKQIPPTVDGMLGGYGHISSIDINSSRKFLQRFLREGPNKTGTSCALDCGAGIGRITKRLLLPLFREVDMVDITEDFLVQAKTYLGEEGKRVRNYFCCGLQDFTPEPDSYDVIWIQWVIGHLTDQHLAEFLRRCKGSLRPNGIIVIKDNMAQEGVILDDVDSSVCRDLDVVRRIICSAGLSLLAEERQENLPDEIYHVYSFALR
B2AR arrestin ag: qHTS assay of beta-arrestin-biased ligands of beta2-adrenergic receptor: NCGC Sytravon Library Screen; 44,000 tested, under 10 active; HTLA Tango cells, beta-arrestin recruitment, luciferase luminescence, 18 h; Potency, µM (highest dose often 46.1 µM), inactives show top-dose activation, most hits filed as activators;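 also: potency is read from the fitted curve at half-maximal effect; 0% = DMSO and full agonism = EC100 isoproterenol or metaproterenol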
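First, Tango cells carrying beta2-AR and beta-arrestin fusions received compound up to 46 microM. After 18 hr at 37 degrees C, luciferase substrate was added for 15 minutes, then luminescence gave %Activity for curve fitting.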
GALK inh: qHTS Assay for Inhibitors of Human Galactokinase (GALK): NCGC Sytravon Library Screen; P51570; recombinant GALK, Kinase-Glo ATP luminescence, 1 h; Potency, µM (doses to about 57.5 µM), for inactives: at the highest dose activity, negative = inhibition, actives largely listed as inhibitors; 44,000 tested, under 10 active;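 also: plate controls were full GALK reaction for no effect and reaction lacking GALK for full effect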
Target sequence (P51570 whole entry, looked up): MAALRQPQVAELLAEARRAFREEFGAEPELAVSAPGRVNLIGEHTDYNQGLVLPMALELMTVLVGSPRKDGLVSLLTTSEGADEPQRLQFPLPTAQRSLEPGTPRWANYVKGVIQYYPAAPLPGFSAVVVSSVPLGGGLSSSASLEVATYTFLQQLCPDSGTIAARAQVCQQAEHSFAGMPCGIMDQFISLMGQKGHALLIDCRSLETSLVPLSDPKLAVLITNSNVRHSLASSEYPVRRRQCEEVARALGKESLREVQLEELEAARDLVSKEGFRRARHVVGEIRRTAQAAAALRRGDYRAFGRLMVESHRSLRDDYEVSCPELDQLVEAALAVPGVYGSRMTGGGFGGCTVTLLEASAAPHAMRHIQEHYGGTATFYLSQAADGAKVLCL
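5 nM GALK with 35 µM ATP and 100 µM galactose in HEPES pH 8.0, MgCl2, NaCl, DTT, BSA; 1 h RT reaction, remaining ATP detected by Kinase-Glo Plus luminescence after 10 min; qHTS concentration series.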
p53null 32C tox: qHTS Screen for Compounds that Selectively Target Cancer Cells with p53 Mutations: Cytotoxicity of p53 Null Cells at the Permissive Temperature; H1299-neo p53 null cells, ATP luminescence, 24 h, 32C; Potency, µM (titrated, usually from 46.1 µM), for inactives: at the highest dose activity change, negative = cytotoxicity, usual class: cytotoxic; 0.62% of 55,000 active;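 also: potency is read from the fitted curve at half-maximal effect; 0% = DMSO only and -100% = full killing by 100 µM tamoxifen; nearly all actives have a fitted effect of over 55% in size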
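Cells lacking p53 (H1299-neo) are plated at 600 per well and allowed to settle overnight at 37C. Test compounds (up to 46 uM) are added and held 24 hours at 32C, then ATP is quantified by luminescence.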
p53null 39C tox: qHTS Screen for Compounds that Selectively Target Cancer Cells with p53 Mutations: Cytotoxicity of p53 Null Cells at the Nonpermissive Temperature | H1299 p53-null (neo) cells, 39C, ATPlite viability, 24 h | AID 904, 2007 | 0.97% of 55,000 active | Potency, µM (doses to about 46.1 µM), inactives show at the highest dose activity, negative = cell killing, actives largely listed as cytotoxic;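 also: potency is read from the fitted curve at half-maximal effect; 0% = DMSO only and -100% = full killing by 100 µM tamoxifen; nearly all actives have a fitted effect of over 50% in size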
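Cells seeded at 600/well, 37C overnight. Compound added (up to 46 uM), plates shifted to 39C for 24 hr. ATPlite added, luminescence read after 20 min at room temperature.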
* marks the source's active call; other numbers are inactive results; ? = inconclusive; · = no result given; [ ] = another dose, or the depositor's remark. Calls follow the shape of the dose curve; as a rule, active = well fitted curve in the direction sought with a large enough effect; inconclusive = small, poorly fitted or top-dose-only effect, or another doubt; inactive = no such curve, though single readings can be large; an effect the other way counts as inactive or inconclusive. This is a subset. The share of hits here may be higher or lower than overall.

mol	FH mod	TSG101-PTAP inh	NTMT1 inh	B2AR arrestin ag	GALK inh	p53null 32C tox	p53null 39C tox
Cc1ccc(OCC(=O)Nc2ccc3nn(-c4ccc(Cl)cc4)nc3c2)cc1	8.9%	-5.7%	-8.5%	-0.4%	0.0%	7.8%	-14.5%
O=C(CSCc1ccccc1Cl)NCc1ccc(Cl)c(Cl)c1	?	-7.3%	3.4%	-0.3%	3.6%	20.0%	?
CC(=O)Nc1ccc(NC(=O)CSc2nnc3c4cc(Br)ccc4n(C)c3n2)cc1	-9.0%	0.4%	-2.2%	-1.3%	0.0%	-6.4%	-13.7%
CC(C)c1ccc(NC(=O)c2cc(S(=O)(=O)N(C)C3CCCCC3)ccc2F)cc1	?	-0.6%	-1.3%	2.2%	-7.4%	-8.0%	30.5%[activator]
COc1ccc(-c2nc(C)c(CCNC(=O)c3ccco3)s2)cc1	-0.7%	-4.5%	-13.6%	-1.1%	0.3%	?	10.1%
O=C(CSc1nccn1Cc1ccccc1)Nc1ccc2c(c1)OCCO2	-0.7%	-1.1%	4.5%	-0.3%	0.0%	?	-18.2%
CN(C)CCNC(=O)c1ccc2nc(CCc3ccccc3)oc2c1	1.5%	-6.5%	0.7%	1.1%	0.9%	-4.0%	?
CCc1ccccc1N(C)C(=O)c1sc2nc3n(c(=O)c2c1C)CCCCC3	-3.8%	-2.2%	-26.0%	-1.3%	2.0%	15.8%	-4.1%
O=S(=O)(c1ccccc1)c1nc(-c2cccs2)oc1SCc1ccccc1Cl	-19.4%	7.3%	2.8%	0.4%	4.4%	7.1%	-4.6%
COCc1cc(C)nc2c1C(=O)NC(c1ccc(F)cc1)N2Cc1ccccc1 (stereo unspecified)	3.0%	-0.4%	3.9%	1.7%	0.8%	2.5%	20.3%
CCOc1ccc(CNC(=O)CCC(=O)N2CC(C)Sc3ccccc32)cc1 (stereo unspecified)	-0.1%	-5.2%	-5.3%	0.6%	0.4%	-1.8%	-11.2%
O=C(Nc1ccccc1F)c1nc(SCc2ccccc2F)ncc1Cl	-1.3%	0.8%	4.3%	?	-5.2%	-7.8%	-7.9%
COc1cccc2cc(C(=O)NCCc3c(C)[nH]c4ccc(Br)cc34)c(=O)oc12	-8.7%	-13.1%	-14.2%	0.3%	-0.3%	-10.6%[9.22 µM]	-5.7%
CCSC1=NC2(CCN(C(=O)NC3CCCCC3)CC2)N=C1c1ccc(C)cc1	-1.7%	1.7%	3.1%	0.0%	0.8%	1.8%	-25.2%
CC(C)c1noc(-c2ccccc2OCC(=O)Nc2ccccc2[N+](=O)[O-])n1	-13.2%	-3.2%	-0.6%	-2.5%	2.9%	57.5%[activator]	44.2%
COc1cccc2c1cc1c(=O)n(CC(=O)N3CCN(c4cccc(C)c4)C(C)C3)nc(C)n12 (stereo unspecified)	-15.3%	0.5%	-12.0%	-0.6%	2.0%	-1.4%	-16.2%
CCc1noc(-c2ccc(N(C)Cc3ccc(OC)cc3)c([N+](=O)[O-])c2)n1	-13.9%	-5.1%	-0.2%	-1.6%	?	-12.5%	16.1%
O=C(CCS(=O)(=O)c1ccccc1)N(Cc1cccnc1)c1nc2c(Cl)cccc2s1	-3.9%	-0.7%	-2.7%	-4.4%	1.3%	-2.6%	5.5%
Cc1ccc(-c2nnc(SCc3ccccc3)o2)cc1	-7.0%	-1.3%	-0.1%	-0.9%	3.2%	-28.1%	10.1%
COc1ccc(-c2noc(CSc3nc(N)cc(=O)[nH]3)n2)cc1OC	3.0%	0.6%	-5.5%	-0.8%	-7.3%	-16.8%	6.7%
COc1nc(-c2ccc(C)cc2)ccc1-c1noc(-c2ccccc2Br)n1	?	1.7%	-2.7%	0.8%	0.0%	-1.5%	-15.3%
CCOC(=O)c1ccc(NC(=O)c2c(NCc3sccc3C)sc3c2CCC(C)C3)cc1 (stereo unspecified)	-9.6%	-3.8%	6.8%	0.1%	3.0%	0.9%	12.2%
Cc1ccc(CNC(=O)CCCc2nnc3n(C)c(=O)c4sccc4n23)cc1	1.6%	0.1%	0.5%	-0.4%	0.7%	-4.4%	-3.4%
CCOC(=O)c1sc(NC(=O)c2nc3ncccn3n2)c(C(=O)OC)c1C	3.5%	-6.3%	13.9%	-0.6%	2.8%	3.5%	-4.3%

Full records from above. Order of values: FH mod | TSG101-PTAP inh | NTMT1 inh | B2AR arrestin ag | GALK inh | p53null 32C tox | p53null 39C tox
`COc1cccc2c1cc1c(=O)n(CC(=O)N3CCN(c4cccc(C)c4)C(C)C3)nc(C)n12` (stereo unspecified) is listed as -15.3% | 0.5% | -12.0% | -0.6% | 2.0% | -1.4% | -16.2%
`CCc1ccccc1N(C)C(=O)c1sc2nc3n(c(=O)c2c1C)CCCCC3` is listed as -3.8% | -2.2% | -26.0% | -1.3% | 2.0% | 15.8% | -4.1%
`CC(C)c1ccc(NC(=O)c2cc(S(=O)(=O)N(C)C3CCCCC3)ccc2F)cc1` is listed as ? | -0.6% | -1.3% | 2.2% | -7.4% | -8.0% | 30.5%[activator]

The list goes on:
mol	FH mod	TSG101-PTAP inh	NTMT1 inh	B2AR arrestin ag	GALK inh	p53null 32C tox	p53null 39C tox
CCCN1C(=O)C(Cc2nc3ccccc3c(=O)n2-c2ccc(OC)cc2)c2cc(C)ccc21 (stereo unspecified)	-16.4%	-4.2%	10.5%	-0.9%	-0.1%	12.7%	15.2%
COc1cccc(NC(=O)Nc2ccc3c(c2)N(C)C(=O)c2ccccc2S3)c1	-13.3%	-3.2%	13.6%	-2.2%	1.9%	12.0%	17.8%
COc1ccccc1CNC(=O)C1CCCN(S(=O)(=O)c2ccc3c(c2)CCCN3C(C)=O)C1 (stereo unspecified)	-2.0%	1.7%	10.3%	0.4%	2.0%	-1.5%	13.0%
O=C(Nc1c2c(nn1-c1ccc(Cl)cc1)CS(=O)(=O)C2)c1ccccc1F	2.6%	-4.3%	0.2%	1.3%	1.7%	-0.3%	20.5%
CCn1cc(C(=O)NCCc2ccc(OC)c(OC)c2)c(=O)c2cc(S(=O)(=O)N3CCC(C)CC3)ccc21	?	-7.4%	1.7%	-1.8%	-0.3%	16.2%	-3.8%
COc1ccc(-c2cc(-c3ccc(F)cc3)nc3c2COc2ccc(F)cc2-3)cc1	0.5%	-0.6%	10.3%	0.0%	6.0%	·	·
COc1ccccc1C(=O)N1CCC(c2noc(-c3ccc(S(=O)(=O)N4CCCC4)cc3)n2)CC1	-11.0%	-0.2%	7.3%	-1.8%	4.0%	-4.4%	-8.9%
O=C(NCCc1ccccc1)c1ccc2c(c1)N(Cc1ccc(F)cc1)C(=O)c1ccccc1S2(=O)=O	-16.7%	-1.9%	1.1%	-2.0%	8.7%	-7.1%	-2.7%
CN1CCN(c2ncc3c(n2)CCN(Cc2ccc(Br)s2)C3)CC1	9.7%	-6.6%	2.3%	1.0%	-0.9%	10.1%	-10.5%
CCOc1ccc(CCNC(=O)CN2C(=O)c3cccnc3Oc3ccc(Cl)cc32)cc1	-8.1%	3.8%	9.6%	0.5%	-3.2%	-1.0%	-9.9%
Cc1ccc(NC(=O)Nc2cc3c(cc2N2CCCCC2)n(C)c(=O)n3C)cc1Cl	?	-0.9%	-2.7%	-2.1%	3.5%	28.1%	-3.6%
COc1ccc(S(=O)(=O)NCc2cccn2Cc2cccc(C)c2)cc1	8.4%	0.2%	-5.0%	0.2%	-4.5%	-10.6%	?
COc1ccc(CNC(=O)CN2C(=O)COc3ccc(S(=O)(=O)NC4CCCC4)cc32)cc1	1.6%	-3.2%	2.4%	0.4%	1.3%	3.7%	-16.5%
CCC12CN3CC(C)(CN(C1)C3c1ccccc1C)C2=O (stereo unspecified)	-1.8%	-2.5%	10.7%	-1.0%	?	-0.9%	1.4%
CCOc1ccc(NC(=O)CSc2nc3c(oc4ccccc43)c(=O)n2-c2ccccc2C)cc1	-17.0%	2.9%	12.3%	?	-0.6%	2.6%	26.8%
COc1cc(C(=O)NCc2nc3cccnc3n2Cc2ccc(C)cc2)cc(OC)c1OC	-5.4%	2.3%	4.4%	-0.6%	-5.8%	0.1%	27.9%
CCOc1ccccc1NC(=O)c1cccc2c1C(=O)N(C1CCCCC1)C2	-22.3%	-2.0%	21.6%	-1.7%	8.8%	11.6%	4.4%
COC(=O)c1ccc(Cl)c(NC(=O)C2CCN(S(=O)(=O)Cc3ccccc3)CC2)c1	·	1.4%	·	-1.1%	1.8%	3.1%	15.5%
COc1ccc(-c2c(C)c3ccc(O)c(CN4CCCC4)c3oc2=O)cc1	-7.7%	-3.8%	-1.6%	1.0%	-6.7%	-2.8%	-26.6%
Cc1cccc(S(=O)(=O)Nc2cccc(-c3ccc(N4CCCCC4)nn3)c2)c1	-23.8%	-9.5%	12.1%	3.0%	-0.5%	?	?
CCOc1cc(C#N)c(NC(=O)c2ccc(OC)c(S(=O)(=O)N3CCCCC3)c2)cc1OCC	2.4%	-9.8%	19.9%	0.7%	-0.9%	6.6%	-17.9%
Cc1ccc(C)n1-c1nnc(N2CCC(C(=O)NCc3ccccc3Cl)CC2)s1	-4.6%	-8.0%	?	-1.1%	7.4%	9.9%	-20.5%
COc1cc(C(=O)NCc2nc(-c3ccc(Cl)cc3)no2)cc(OC)c1OC	5.3%	-9.6%	2.6%	0.6%	0.3%	0.5%	0.6%
CCc1ccc(N(C)S(=O)(=O)c2ccc3[nH]cc(C(=O)NCC4CCCO4)c(=O)c3c2)cc1 (stereo unspecified)	?	-1.6%	-5.6%	-0.9%	0.8%	0.2%	9.7%
Cc1ccc(C2CCN(C(=O)c3cnn(-c4ccccc4Cl)c3C3CCN(C(=O)OC(C)(C)C)CC3)C2)cc1 (stereo unspecified)	-18.9%	-6.2%	4.8%	-1.0%	1.6%	5.8%	12.5%
Cc1ccc(NC(=O)CSc2nc(=O)n(Cc3cccnc3)c3c2CCC3)cc1F	-6.0%	-3.8%	11.7%	-2.7%	-3.3%	-10.2%	9.6%
CCOc1ccccc1CNC(=O)c1cnc2sc(N3CCCC3)nn2c1=O	-0.6%	-6.5%	?	-1.0%	1.4%	-5.1%	3.0%
CC(C)Oc1ccc(CNS(=O)(=O)c2ccc(-c3cc(C(F)(F)F)on3)s2)cc1	-13.1%	0.5%	?	-0.3%	1.1%	1.6%	-6.6%

Compound activity: PubChem BioAssay, National Center for Advancing Translational Sciences (NCATS)
